Compound activity deposited in PubChem by The Scripps Research Institute Molecular Screening Center.
SIAE inh: inhibitors of human sialic acid acetylesterase SIAE. hit rate 0.69% among 370,000. Q9HAT2. inhibition, % at 9.66 µM. SIAE FP-Rh probe binding, fluorescence polarization;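 active = inhibition above a cutoff: mean of compounds within the control limits plus 3 SD of those, cut at about 17% in these data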;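 also: 0% = plate median of compound wells and 100% = probe without SIAE protein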
PRMT1 FP inh: inhibitors of human PRMT1 | hit rate 1.3% among 370,000 | inhibition, % at 2.79 µM | Q99873 | recombinant PRMT1, activity-based probe fluorescence polarization;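 active = inhibition above about 21% made by adding two undisclosed values, limit read from the data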
KLK7 zymogen act: proKLK7 (human) activation, primary screen; P49862; purified proKLK7, EDANS-DABCYL substrate fluorescence; 100% is mature enzyme control, 0% vehicle; activation, % at 7 µM; hit rate 0.9% among 370,000; AID 652039;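 active = activation above the mean of all tested compounds plus 3 SD, computed per campaign excluding outliers beyond control limits, cut at about 13% in these data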
Target sequence (P49862 whole entry, looked up): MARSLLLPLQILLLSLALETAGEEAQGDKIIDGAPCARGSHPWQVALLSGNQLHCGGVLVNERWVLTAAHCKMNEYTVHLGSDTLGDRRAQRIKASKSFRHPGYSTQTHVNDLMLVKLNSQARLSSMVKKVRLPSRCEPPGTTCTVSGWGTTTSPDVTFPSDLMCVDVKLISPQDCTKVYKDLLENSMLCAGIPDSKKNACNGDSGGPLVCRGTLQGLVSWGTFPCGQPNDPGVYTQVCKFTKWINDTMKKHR
TCR CD3 inh: blocks the human TCR-CD3 interaction | TAMRA-labeled TCR probe fluorescence, biochemical | AID 651800 | hit rate 0.37% among 360,000 | inhibition, % at 9.4 µM; in the data active = inhibition above about 19%;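 also: recombinant mutant TCR 2C K166C tagged with TAMRA read by polarization; 0% = receptor in buffer alone and 100% = receptor with positive control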
MBD2 inh: blocks human MBD2 binding to methylated DNA | TR-FRET, MBD2 binding to methylated oligonucleotide | inhibition, % at 4.4 µM | Q9UBB5 | AID 686964 | hit rate 0.31% among 370,000; in the data active = inhibition above about 13%
UHRF1 MBD2 ctr: blocks human UHRF1 binding to methylated DNA | AID 687016 | Q96T88 | hit rate 0.75% among 370,000 | inhibition, % at 4.4 µM | UHRF1 binding to methylated oligo, TR-FRET; in the data active = inhibition above about 21%;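 also: UHRF1 SRA domain binding a hemimethylated CpG hairpin DNA probe; 0% = median of test compound wells and 100% = reference inhibitor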
Target sequence (Q96T88 whole entry, looked up, the tested form may be a part): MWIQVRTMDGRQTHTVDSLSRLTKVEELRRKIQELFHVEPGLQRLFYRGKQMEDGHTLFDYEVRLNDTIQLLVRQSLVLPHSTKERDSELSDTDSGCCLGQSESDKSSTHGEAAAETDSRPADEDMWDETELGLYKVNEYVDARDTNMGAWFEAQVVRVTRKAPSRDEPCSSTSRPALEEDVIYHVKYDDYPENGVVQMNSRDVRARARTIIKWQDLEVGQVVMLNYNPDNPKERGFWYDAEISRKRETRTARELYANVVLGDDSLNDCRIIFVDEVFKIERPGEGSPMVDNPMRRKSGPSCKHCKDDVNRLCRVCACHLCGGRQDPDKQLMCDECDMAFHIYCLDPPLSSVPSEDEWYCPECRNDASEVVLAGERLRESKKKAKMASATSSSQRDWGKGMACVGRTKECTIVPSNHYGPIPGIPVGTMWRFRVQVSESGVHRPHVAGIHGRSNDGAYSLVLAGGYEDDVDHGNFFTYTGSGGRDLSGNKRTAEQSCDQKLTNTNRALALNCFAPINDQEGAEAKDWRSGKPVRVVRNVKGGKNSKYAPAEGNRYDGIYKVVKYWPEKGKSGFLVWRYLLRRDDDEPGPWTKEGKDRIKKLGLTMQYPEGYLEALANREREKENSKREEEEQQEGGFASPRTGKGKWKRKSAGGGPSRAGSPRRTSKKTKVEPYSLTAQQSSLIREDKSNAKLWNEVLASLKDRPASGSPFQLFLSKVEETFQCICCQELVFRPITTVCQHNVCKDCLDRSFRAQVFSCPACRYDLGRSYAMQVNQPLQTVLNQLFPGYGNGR
DDE Tn6 FP inh: inhibitors of Tn6 peptide binding to human fibrin DD(E); Fibrin DD(E) TRITC-Tn6 fluorescence polarization displacement; inhibition, % at 8.3 µM; hit rate 0.21% among 370,000; AID 720509;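 active = inhibition above a per-campaign cutoff: mean of compounds within control limits plus 3 SD, cut at about 15% in these data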;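 also: 0% = median of all compound wells on the plate and 100% = blocking peptide control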
Tn7 DDE FP: disrupts Tn7 cyclic peptide binding to fibrin D-Dimer-E complex. FP displacement of FITC-Tn7 peptide from fibrin DD(E); 0% = median of compound wells per plate. inhibition, % at 8.3 µM. hit rate 0.13% among 370,000. AID 720508;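 active = inhibition above the mean of compounds falling within the control limits plus 3 SD of them, cut at about 14% in these data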;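 also: 0% = plate median of compound wells and 100% = 10 µM Aha-Tn7 peptide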
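Assay system: human fibrin DD(E) protein / Input: 2 µM fibrin DD(E) / Benchmarks: high control of 10 µM Aha-Tn7 peptide / Measured by: fluorescence polarization of the labelled Tn7 tracer / Medium: Tris buffer with calcium and detergent, pH 7.8 / Timing: 10 min compound pre-incubation, 3 h probe incubation at room temperature / Repeats: one replicate per compound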
TDP2 absorb: blocks human TDP2 phosphodiesterase activity | inhibition, % at 12.8 µM | hit rate 0.34% among 370,000 | recombinant TDP2, T5PNP hydrolysis, p-nitrophenol absorbance 415 nm;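 active = inhibition above the mean of all tested compounds plus 3 SD, set per campaign, cut at about 25% in these data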;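 also: 0% = DMSO with enzyme and 100% = buffer with substrate but no TDP2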
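Assay system: recombinant human TDP2 / Reagent: T5PNP substrate at 5 mM, a TopII-DNA adduct mimic / Measured by: epi absorbance from released p-nitrophenol / Evaluation: % inhibition relative to enzyme-containing and enzyme-free wells / Control set: enzyme-free and DMSO wells / Replicates: each compound tested once, singlicate / Schedule: enzyme reaction with compound for 2 h at 37 °C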
LEDGF integ inh: blocks HIV-1 LEDGF/p75-dependent DNA integration | TR-FRET IN-LEDGF/p75 DNA integration, Eu/Cy5 | inhibition, % at 3.7 µM | hit rate 0.64% among 370,000;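 active = inhibition above the screen-wide mean plus 3 SD, cut at about 13% in these data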;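 also: signal is the Cy5 over europium emission ratio at 671 and 618 nm; 0% = plate median of compound wells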
* = called active by the depositor.

SMILES	SIAE inh	PRMT1 FP inh	KLK7 zymogen act	TCR CD3 inh	MBD2 inh	UHRF1 MBD2 ctr	DDE Tn6 FP inh	Tn7 DDE FP	TDP2 absorb	LEDGF integ inh
CCc1ccc(NC(=S)N2CCN(c3cccc(C(F)(F)F)c3)CC2)cc1	5	-1	0.9	-3	1	0	-1	-1	10	-2
Cc1noc(C)c1NC(=O)NC(c1ccccc1)c1ccccc1	1	1	-0.2	0	6	-1	5	-1	-15	1
NS(=O)(=O)c1ccc(NC(=O)CSc2ncccn2)cc1	0	-2	-0.4	3	4	5	1	-9	-2	4
Cc1ccc(Cl)cc1NC(=S)NN	2	3	0.4	-3	1	-2	3	2	-3	-5
CC(C)NC(=O)N(C)C[C@H]1Oc2ccc(NC(=O)CCN3CCOCC3)cc2C(=O)N([C@H](C)CO)C[C@@H]1C	4	0	0.5	-3	-3	-2	5	-6	2	-5
Cc1ccccc1NC(=O)COC(=O)c1ccc(S(=O)(=O)N2CCCCCC2)cc1	-7	1	0.2	2	-1	-2	-4	-2	-2	-5
O=C(NCc1cccc(Cl)c1)NCc1cccc(Cl)c1	-3	2	-0.4	-5	-3	2	-1	8	-6	1
O=C(CSc1nc2cc(C(=O)O)ccc2c(=O)n1-c1ccc(F)cc1)Nc1ccc(F)c(F)c1F	0	2	0.2	3	5	-1	-7	5	2	-1
CN(C)c1ccc(C(CN)c2c[nH]c3ccccc23)cc1 (stereo not given)	16	1	0.1	-9	-2	-2	-8	1	-6	-8
O=C(CCC(=O)NC1CCCCCC1)Nc1nnc(C(F)(F)F)s1	-2	3	-0.3	0	0	1	-5	4	1	-2
O=C1S/C(=C\c2cccs2)C(=O)N1c1ccc(O)cc1	3	2	-0.7	-7	1	-4	-13	8	12	0
Cc1cc(C)cc(NC(=O)CSc2nnnn2-c2cccnc2)c1	1	-5	0.9	1	-3	1	-8	3	10	3
CSc1ccc(C(=S)N2CCN(CCO)CC2)cc1	3	21	-0.3	3	-1	-1	6	-1	6	-2
COc1ccc(OCCC(=O)NCCN2CCOCC2)cc1	0	3	-0.9	4	1	-3	4	-8	-8	2
N#Cc1c(-c2ccc(F)cc2)cc(-c2cccnc2)nc1N	7	1	0.7	1	3	3	-10	3	-5	2
COc1ccc(F)cc1S(=O)(=O)NCC(c1ccc2c(c1)OCO2)N1CCN(C)CC1 (stereo not given)	-2	3	-0.3	1	-1	-1	3	9	4	1
Cc1ccc(NC(=O)CN(C)C(=O)c2ccc(OCc3c(C)noc3C)cc2)cc1	-3	0	0.6	8	2	0	-10	-8	-2	4
COc1cc(C(=O)Nc2ccc(C(=O)c3ccncc3)cc2)cc(OC)c1OC	-4	-3	-0.9	4	5	2	2	-2	-7	-3
O=C(Nc1cccc([N+](=O)[O-])c1)c1ccc2snnc2c1	-11	0	-0.5	3	0	2	-2	-1	2	1
COc1ccc([N+](=O)[O-])cc1NC(=O)c1cncc(Br)c1	3	2	0.5	-7	0	-4	0	-9	6	-1
CCN(CCNC(=O)C1CCCN(S(=O)(=O)CC)C1)c1ccccc1 (stereo not given)	-6	2	-0.7	5	4	-4	2	-5	-6	2
COc1cc(/C=N/Nc2ccc(Cl)c(C(=O)O)c2)ccc1OC(=O)c1ccco1	11	4	0.8	5	0	-1	0	0	7	1
c1ccc(-n2ncc3c(NC4CCCCCC4)ncnc32)cc1	-5	-4	-0.1	3	-2	-1	-3	-6	9	1
CCCC(=O)N=C1SC2CS(=O)(=O)CC2N1c1ccc(-c2nc3ccc(C)cc3s2)cc1 (stereo not given)	-7	2	-2.1	1	1	2	5	0	8	-3
Cc1cc(NC(=O)C2CCCN(S(=O)(=O)c3cnc[nH]3)C2)ccc1Br (stereo not given)	-7	7	0.1	-6	1	2	-3	-1	-5	-3
(listing goes on)
SMILES	SIAE inh	PRMT1 FP inh	KLK7 zymogen act	TCR CD3 inh	MBD2 inh	UHRF1 MBD2 ctr	DDE Tn6 FP inh	Tn7 DDE FP	TDP2 absorb	LEDGF integ inh
Cn1c(=O)n(-c2ccc(Cl)cc2)c(=O)c2c3c(sc21)COC(C)(C)C3	4	8	-0.2	-3	5	6	5	1	-5	-1
CC(NC(=O)CCCC1CCCCC1)c1ccc(S(N)(=O)=O)cc1 (stereo not given)	0	-4	0.1	-5	0	6	2	-1	-1	2
S=c1[nH]nc(-c2ccco2)n1-c1ccc(Cl)cc1	6	4	-0.1	1	-2	-1	9	2	7	-1
O=C(C=Cc1ccccn1)c1ccccc1	-1	12	0.4	4	2	-1	0	-2	4	0
O=C(COC(=O)c1ccccn1)Nc1nc(-c2cccc([N+](=O)[O-])c2)cs1	-18	5	-0.5	-3	0	2	2	12	-5	-1
CNc1ncnc2c1ncn2[C@H]1CN(CCN2CCOCC2)C[C@@H](CO)O1	2	-3	0.5	5	-6	-2	4	-9	-3	7
O=C(NCc1ccccc1)[C@@H]1CCCN1C(=O)[C@H]1CCCN1C(=O)c1ccccc1	1	-1	0.3	2	2	-2	6	7	6	0
COc1cc(NC(=O)c2ccco2)c(OC)cc1NC(=O)Nc1ccc(Cl)cc1	8	-2	-1.6	-1	4	0	-1	-1	1	-1
O=C(OCC(=O)N1CCOCC1)c1ccc2[nH]c3c(c2c1)CCCC3	2	-3	1.0	11	-2	1	1	4	-3	-1
CCOC(=O)c1ccc(Nc2ncnc3ccc(C)cc23)cc1	-3	-1	0.6	4	3	0	-5	1	5	-1
Cc1ccc(COc2ccc(CNCCCN3CCCCCC3=O)cc2)cc1	6	0	-0.1	-3	5	0	6	2	11	-2
Cc1ccc(O)c(NC(=O)/C=C/C(=O)O)c1	6	6	-0.3	-2	-2	-2	-4	-4	-3	-7
O=C(CN1C(=O)CS/C1=C\c1nc(-c2ccc(Cl)cc2)cs1)Nc1cccnc1Cl	-1	4	0.3	-2	0	2	-6	4	-7	-3
O=C(Cn1c(=O)oc2ccccc21)Nc1ccccc1Cl	6	2	-0.1	-3	-5	-1	-1	-4	16	0
O=C(OCc1ccccc1Cl)c1ccc(-n2cnnc2)cc1	6	0	0.1	-6	3	0	7	4	9	-3
COCCN1Cc2cccc(C(=O)Nc3ccc(S(=O)(=O)N4CCCCC4)cc3)c2C1=O	8	-3	0.4	3	2	-1	1	4	7	1
CC(=O)Nc1ccc(S(=O)(=O)NCC2CCC(C(=O)NC(C)c3ccccc3)CC2)cc1 (stereo not given)	11	-1	-0.1	2	2	1	2	0	2	1
CC(=O)c1cccc(NC(=O)c2sc3nc4n(c(=O)c3c2C)CCCCC4)c1	-2	-2	-0.3	3	-8	0	0	-4	15	2
CCOC(=O)N1CCN(C(=O)c2ccc3nc4ccsc4c(=O)n3c2)CC1	0	-1	15*	-5	-2	0	-6	1	-1	-4
O=C(c1cccc([N+](=O)[O-])c1)c1ccccn1	4	-3	-0.2	8	-4	-1	-3	0	15	1
O=S(=O)(O)c1ccc(O)c2cc(Nc3ccccc3)ccc12	55*	43*	-14	44*	70*	92*	-3	6	24	87*
CCOc1ccc(NC(=O)CSc2nnc(C34CC5CC(CC(C5)C3)C4)n2C)cc1	-12	1	0.3	8	1	-1	4	-3	0	1
COCCCNC(=O)CC1C[C@H](C(=O)N(C(C)C)C(C)C)[C@@]2(C)c3[nH]c4ccc(OC)cc4c3CCN2C1=O (stereo not given in full)	0	1	0.1	1	-4	0	6	5	5	3
N=c1n(Cc2ccccc2)c2ccccc2n1CC(O)c1ccco1 (stereo not given)	-10	0	-0.5	0	-3	2	4	-2	-3	0
C/C=C/c1ccc(OCC(=O)OCC(=O)NC2CC2)c(OC)c1	-1	1	-0.3	9	3	2	-4	-6	12	-3
New compounds follow:
SMILES	SIAE inh	PRMT1 FP inh	KLK7 zymogen act	TCR CD3 inh	MBD2 inh	UHRF1 MBD2 ctr	DDE Tn6 FP inh	Tn7 DDE FP	TDP2 absorb	LEDGF integ inh
COc1ccc(CN(Cc2ccc(C(=O)O)cc2)C(=S)Nc2ccccc2C)cc1OC	0	1	0.4	8	-3	2	-6	-11	-2	2
C=CCn1c(-c2cc3c(s2)CCC(CC)C3)n[nH]c1=S (stereo not given)	11	9	-26	2	1	-2	3	4	0	2
Nc1nc(Nc2ccccc2)nc(NCc2ccco2)c1[N+](=O)[O-]	-9	2	-0.3	2	4	1	-15	-6	-2	0
CCCCn1c(SCC(=O)N2c3ccccc3CCc3ccccc32)nc2c1c(=O)n(C)c(=O)n2C	9	6	-0.8	-2	4	2	2	2	-7	-7
CC(C)=Cc1oc2ccc([N+](=O)[O-])cc2c1N1CC(C)OC(C)C1 (stereo not given)	0	-6	-0.2	-4	-4	7	-1	-9	-2	6
CCOC(=O)CN1C(=O)C(C)(C)Oc2ccc(C(=O)Nc3ccccc3)cc21	-9	2	0.3	5	-3	-3	5	-1	-6	4
O=C(COC(=O)c1cnccn1)c1ccc(-c2ccccc2)cc1	-11	0	0.4	7	-3	-2	-2	3	-9	1
Cc1oc(-c2ccccc2Cl)nc1CN1CCCCC1c1cccnc1 (stereo not given)	-1	-2	0.1	-5	0	0	7	-6	6	2
Cc1ccc(N2C(=O)NC(NS(=O)(=O)c3ccccc3)(C(F)(F)F)C2=O)cc1 (stereo not given)	2	2	0.0	3	1	1	-3	5	-5	-1
Cc1cc(NC(=O)CSc2nc3cc4c(cc3c(=O)n2CCc2ccccc2)OCO4)no1	0	-1	0.1	-3	-5	0	13	-1	-8	2
CC(C)(C)NC(=O)CN(CC1CCCO1)C(=O)CNS(=O)(=O)c1ccc(F)cc1 (stereo not given)	5	3	-0.6	-3	3	1	-5	0	-3	-6
Clc1ccc(CONc2ncnc3nonc23)c(Cl)c1	2	4	0.6	-2	6	1	4	0	3	-2
CC(/C=C1\SC(=S)N(CC(=O)O)C1=O)=C\c1ccccc1	0	-6	0.4	-1	0	-2	-2	-3	12	2
CCC1=C2CC[C@H]3C(=O)N(c4ccccc4)C(=O)[C@H]3[C@H]2[C@@]2(C)C(=NCC3CC3)OC(=O)N2C1=O	-2	0	-0.5	-2	-2	3	7	4	-3	-2
NC(=O)c1cc2c3ccccc3ccn2c1-c1ccccc1	6	12	0.0	-5	-8	1	-3	11	18	5
OC1CN=C2C=CC=CN2C1 (stereo not given)	2	0	0.5	0	2	1	-2	2	1	0
CCOC(=O)N1CCN(C(=O)c2ccc(N3CCCC3=O)cc2)CC1	2	1	0.4	1	5	0	1	-4	-3	3
COc1ccc(Cn2ccnc2SCC(=O)Nc2ccccc2F)cc1	-1	-1	-0.6	9	-5	0	5	2	9	0
